Screening data deposited in PubChem by Broad Institute.
Casp6 inh: inhibitors of human caspase-6. P55212. purified caspase-6, Z-VEID-R110 cleavage fluorescence. inhibition, % at 12.5 µM. hit rate 0.53% among 350,000. AID 686996;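 active = mean inhibition across replicates at least about 35%, with every replicate also reaching that limit, limit read from the data; inconclusive = only one of the two criteria met; inactive = neither criterion met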;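 note: 0% = median of neutral control wells and 100% = no fluorescence left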
Target sequence (P55212 24-179 limits assumed): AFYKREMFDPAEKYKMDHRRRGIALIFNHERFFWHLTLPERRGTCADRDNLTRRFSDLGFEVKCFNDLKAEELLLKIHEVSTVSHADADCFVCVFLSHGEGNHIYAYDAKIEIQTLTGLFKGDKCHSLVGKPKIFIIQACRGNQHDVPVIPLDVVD
Target sequence (P55212 194-293 limits assumed): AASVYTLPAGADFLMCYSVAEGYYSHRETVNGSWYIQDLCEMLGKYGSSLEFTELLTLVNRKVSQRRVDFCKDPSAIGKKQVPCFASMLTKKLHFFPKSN
SIRT5 block: sirtuin-5 (human) deacylase inhibition; Q9NXA8; Purified SirT5, succinyl-peptide AMC, trypsin-coupled fluorescence; inhibition, % at 15 µM; hit rate 1.1% among 330,000; in the data active = inhibition above about 15%; inconclusive = no clear call, values can overlap the other calls
Target sequence (Q9NXA8 whole entry, looked up): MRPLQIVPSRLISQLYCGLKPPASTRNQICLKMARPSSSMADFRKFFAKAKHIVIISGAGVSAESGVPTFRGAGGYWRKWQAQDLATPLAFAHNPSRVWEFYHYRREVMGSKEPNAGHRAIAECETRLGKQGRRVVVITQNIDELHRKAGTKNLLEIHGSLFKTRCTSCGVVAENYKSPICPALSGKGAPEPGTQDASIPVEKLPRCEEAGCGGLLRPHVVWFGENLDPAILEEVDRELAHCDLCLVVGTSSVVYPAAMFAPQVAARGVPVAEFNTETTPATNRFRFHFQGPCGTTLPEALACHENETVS
miR122 inh: blocks miR-122 activity in Huh7 sensor cells. Huh7 miR-122 Renilla luciferase sensor, 48 h; neutral wells = 0, positive control = 100. activation (reporter increase), % at 12.5 µM. hit rate 0.3% among 340,000. AID 602342;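 active = mean replicate activation score at least 90 and every replicate individually at or above 90; inconclusive = only one of the two criteria met; inactive = neither criterion met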;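 note: higher luciferase means less miR-122 activity so hits act as miR-122 inhibitors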
ERAP1 inh: blocks human ERAP1 aminopeptidase activity. Q9NZ08. recombinant ERAP1, Leu-AMC fluorescence, 60 min. inhibition, % at 10.7 µM. hit rate 0.15% among 340,000;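 active = mean replicate inhibition of at least 30%, or all replicates individually reaching that 30% level; inactive = mean below 30% and not every replicate reaching it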;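 note: 0% = neutral control wells and 100% = L-leucinethiol positive control wells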
ERp5 inh: ERp5 (human) disulfide isomerase inhibition | hit rate 0.05% among 350,000 | AID 651711 | inhibition, % at 9.99 µM | ERp5 insulin aggregation, absorbance 650 nm, 90 min | Q15084;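 active = mean replicate inhibition above about 25%, with every replicate also reaching it, limit read from the data, passing the limit was not always enough; inconclusive = only one of those two criteria met; inactive = neither criterion met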
Target sequence (Q15084 whole entry, looked up): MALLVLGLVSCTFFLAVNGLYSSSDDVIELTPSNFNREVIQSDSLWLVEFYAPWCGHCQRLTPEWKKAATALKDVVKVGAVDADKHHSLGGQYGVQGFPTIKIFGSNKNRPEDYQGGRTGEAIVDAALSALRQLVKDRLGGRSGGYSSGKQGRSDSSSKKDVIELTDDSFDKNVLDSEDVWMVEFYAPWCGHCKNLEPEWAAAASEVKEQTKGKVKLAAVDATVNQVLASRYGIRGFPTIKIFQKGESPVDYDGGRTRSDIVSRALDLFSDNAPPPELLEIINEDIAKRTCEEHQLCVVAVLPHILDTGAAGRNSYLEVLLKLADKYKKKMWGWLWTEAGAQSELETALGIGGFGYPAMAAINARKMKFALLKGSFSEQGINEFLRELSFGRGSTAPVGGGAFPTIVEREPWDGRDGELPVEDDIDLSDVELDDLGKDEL
DENV2 CPE rescue: protects cells from dengue virus 2 cytopathic effect | DENV2-infected cells, cytopathic effect rescue, plate reader | CPE inhibition, % at 9.99 µM | hit rate 1.7% among 350,000 | AID 651640; in the data active = CPE inhibition above about 20%, passing the limit was not always enough; inconclusive = no clear call, values can overlap the other calls; tested in BHK-21 cells;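 note: 0% = median of neutral control wells and 100% = median of positive control wells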
CFTR F508del cor: CFTR F508del correction in bronchial cells; CFBE cells, YFP halide quenching; stimulated with forskolin plus potentiator P3; % fluorescence drop versus neutral controls; activity (quench increase), % at 7.58 µM; hit rate 0.36% among 350,000; AID 720511;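 active = mean added fluorescence quench of at least 8% versus neutral control, with both replicates also reaching 8%; inconclusive = only one of the mean or replicate conditions met; inactive = mean below 8% and not both replicates reaching 8%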;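 note: cells transiently co-express mutant CFTR-F508del with the halide-sensitive YFP; corrector assay measuring rescue of mutant channel to the surface after 24 h compound exposure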
* = called active by the depositor; u = inconclusive; x = not tested or not shown; & = joins results of further samples; ! = a repeat was not active; [ ] = dose if it differs, or a comment. Rows were taken by chance; 4% or so of the library scored in one or more.

compound,Casp6 inh,SIRT5 block,miR122 inh,ERAP1 inh,ERp5 inh,DENV2 CPE rescue,CFTR F508del cor
COc1ccc(CN(C)C[C@H]2Oc3c(NC(=O)Nc4c(C)noc4C)cccc3C(=O)N([C@@H](C)CO)C[C@H]2C)cc1,1,-3,-1[16.7 µM],3,3,1,1.8
COc1ccc(NC(=O)Nc2cccc3c2O[C@H](CN(C)C(=O)NC2CCCCC2)[C@H](C)CN([C@@H](C)CO)C3=O)cc1,0,4,0[16.7 µM],0,0,88*,1.2
Cc1ccc(NC(=O)c2cc(C)no2)cc1,-1,0,x,0,-1,-7,-2.7
COc1ccc(C(=O)N/C(=C\c2ccc3c(c2)OCO3)C(=O)Nc2ccc(C(=O)O)cc2)cc1,5,5,x,1,-4,x,0.9
CC(=O)c1ccc(NC(=S)Nc2ccc3cn[nH]c3c2)cc1,7,9,3,3,-1,1,1.3
CCOc1ccccc1NC(=O)COc1coc(CN2CCc3ccccc3C2)cc1=O,-1,2,x,1,-5,6,1.3
O=C(COc1ccc2c(-c3ccccc3)cc(=O)oc2c1)NCC(O)c1ccccc1 (stereo not drawn),-3,-1,3,3,2,3,-0.8
O=C(Nc1ccc(-n2cccn2)cc1)C1CCCCN1Cc1cccc2cccnc12 (stereo not drawn),0,8,5,3,x,0,2.4
CCSc1cc(N2CCOCC2)nc(-c2ccc(Cl)cc2)n1,-3,x,-9,-3,-1,1,-0.2
Cn1c(=O)c2c(SCc3cccnc3)nc(CC(C)(C)C)nc2n(C)c1=O,0,1,2,1,2,6,2.1
COc1cccc2c(=O)c3ccccc3oc12,0,x,x,-1,3,-17,3.2
CN(C)C(=O)[C@@]1(Cc2ccccc2)COC(c2ccc(OCCCO)cc2)=N1,1,0,x,-6,-4,9,1.0
CN(C(=O)c1ccco1)c1nnc(C23CC4CC(CC(C4)C2)C3)s1,-2,-12,x,6,-6,7,-1.7
COc1ccc(S(=O)(=O)N2C[C@H](O)COC[C@H]3O[C@H](CC(=O)NCCCN4CCOCC4)CC[C@@H]32)cc1,-2,-3,-1[16.7 µM],0,3,14,0.1
COc1cccc(/C=C/C(=O)OCC(=O)c2ccc(Br)cc2)c1,2,x,-6,-6,0,7,-0.1
CC(C)(O)C#Cc1ccc([C@H]2[C@H](CO)N3CCCCN(C(=O)c4ccncc4)C[C@@H]23)cc1,3,3,-3[16.7 µM],-2,-8,-4,-1.4
COCC(=O)N1CC(=O)N2[C@H](CO)[C@@H](c3ccc(-c4ccccc4)cc3)[C@H]2C1,1,1,x,2,10,1,-0.1
COc1ccc(S(=O)(=O)N/N=C(/C)c2ccncc2)c(OC)c1,0,-3,-1,7,-2,4,1.3
COC(=O)c1cc(OC)c(OC)cc1NC(=S)N1CCN(c2ccccc2)CC1,0,0,-7,-4,24,1,1.9
Cc1c(C(=O)O)nn(-c2cccc(C(F)(F)F)c2)c(=O)c1C#N,1,3,x,0,5,0,-2.2
COc1cc(NC(=O)c2nccn2C)cc(C(=O)Nc2cccc(C(F)(F)F)c2)c1,3&0,-4&-3,1&-18,0&1,4&2,110*!,-0.1&5.3
CC(=O)Nc1cncc(-c2cccc(C(=O)N3CCOCC3)c2)n1,-2,x,0,-1,-10,-3,0.6
Cc1ccccc1C(=O)NC1CCSC1=O (stereo not drawn),9,-7,-5,x,2,7,-1.1
COC(=O)C1=C(C)N(Cc2cccc(C(F)(F)F)c2)C(=NCc2ccc(OC)cc2)NC1c1cccc(C(F)(F)F)c1 (stereo not drawn),8,-2,x,3,2,9,2.7
CCCNC(=O)CSC1=N/C(=C/c2ccc(F)cc2)C(=O)N1CC,-2,-1,5,3,1,-10,-0.2
Cc1ccc(S(=O)(=O)N2CCN(C(=O)CNC(=O)c3sc4ccccc4c3Cl)CC2)cc1,-3,2,x,-5,4,0,1.2
CC(=O)/C(N)=N/Nc1cccc(Cl)c1,15,-2,x,7,3,-1,x
CC(C)(C)c1cc[n+](C2=C([O-])c3ccccc3C(=O)/C2=N\S(=O)(=O)c2cccs2)cc1,33,-4,-16,-2,-1,-14,-15
O=C(C[C@@H]1C[C@@H]2c3cc(NC(=O)c4ccc5c(c4)OCO5)ccc3O[C@@H]2[C@H](CO)O1)NCc1ccc(Cl)cc1,-2,-4,-3[16.7 µM],-4,-6,4,0.0
COCC(=O)N1CC2(C1)[C@@H](c1ccc(-c3ccccc3)cc1)[C@@H](CO)N2C(C)=O,-2,7,x,1,2,-2,1.3
COc1ccc(S(=O)(=O)N(C)C[C@H]2Oc3ccc(NC(=O)Nc4c(C)noc4C)cc3CC(=O)N([C@H](C)CO)C[C@@H]2C)cc1,0,-8,1[16.7 µM],-1,-3,1,-4.0
S=c1nc[nH]c2c1sc1nc(N3CCOCC3)c3c(c12)CCCC3,1,-2,x,4,-4,5,-1.1
C[C@@H]1CN([C@H](C)CO)C(=O)CCCn2nncc2CO[C@@H]1CN(C)C(=O)Nc1ccc(C(C)(C)C)cc1,1,1,1[16.7 µM],1,0,2,4.0
Nc1ccc(Oc2ccc([N+](=O)[O-])cc2[N+](=O)[O-])cc1,0,-1,21,2,2,x,-3.9
Cc1cccc(NC(=O)c2ccc(S(=O)(=O)N3CCCCC3)cc2)n1,4,x,-4,x,1,-3,0.7
COc1ccc(NC(=O)CCNS(=O)(=O)c2ccccc2F)cc1S(=O)(=O)N1CCOCC1,2,0,35,3,4,u,-2.1
CCc1ccc(CNC(=O)CCc2nc(-c3cccs3)no2)cc1,0,3,2,-2,-3,u,4.0
CC(O)CN=c1cc(-c2ccccc2)oc2ccc(Cl)cc12 (stereo not drawn),1,6,x,-1,4,x,x
Cc1ccc(C(=O)Nc2ccccc2N2CCCC2)cc1,-1,2,0,-1,2,-6,1.1
C[C@H]1CN([C@@H](C)CO)S(=O)(=O)c2ccc(C#CC3CCCC3)cc2O[C@@H]1CN(C)C(=O)C1CC1,-1,8,26[16.7 µM],3,4,-10,-0.2
COc1ccc(Nc2nc(-c3ccc(OC)cc3)cs2)cc1,3,-5,x,2,1,x,-0.4
Cn1nnnc1SCC(=O)Nc1cccc([N+](=O)[O-])c1,-2,8,-2,7,0,-6,x
CO[C@H]1CN(C)C(=O)c2cc(NC(=O)c3ccc4c(c3)OCO4)ccc2OC[C@H](C)N(CCC(F)(F)F)C[C@H]1C,0,x,x,-2,-1,-2,-0.8
CCOc1ccc(N2C(=O)CC(Cc3ccc(Br)cc3)C2=O)cc1 (stereo not drawn),-1,1,6,-2,-4,2,3.1
O=C(NCC1CCCCC1)c1csc([C@@H]2O[C@H](CO)[C@H](O)[C@H](O)[C@H]2O)n1,0,-2,-4,-2,2,0,-5.0
CCC(=O)Nc1nc2c(OC)ccc(OC)c2s1,0,-5,1,2,-14,-7,-6.7
COc1cccc(NC(=O)C2CCC(CNC(=O)[C@@H]3Cc4ccccc4CN3)CC2)c1 (stereo partly drawn),4,-1,-15,-1,0,3,-1.8
Cc1noc(C)c1S(=O)(=O)NCc1ccc2c(c1)OCO2,-3,8,-6,4,8,-3,2.2
Cc1ccc(C=NNC(=O)c2cc(-c3cccnc3)nc3ccccc23)o1,5,4,x,1,0,-7,2.5
CC(=NNC(=O)CCC(=O)Nc1ccccc1Cl)c1ccco1,-1,-4,x,-2,4,10,3.5

(list continues)
compound,Casp6 inh,SIRT5 block,miR122 inh,ERAP1 inh,ERp5 inh,DENV2 CPE rescue,CFTR F508del cor
COc1ccc2c3c([nH]c2c1)[C@@H](CO)N(Cc1ccc(F)cc1)CC31CCN(C)CC1,-1,0,x,0,7,u,-4.3
CC(C)c1ccc(OCC(=O)N2CCc3ccccc3C2)cc1,2,-3,-2,0,1,-8,1.5
C/C=C/c1ccc([C@@H]2[C@H](CO)N(CC3CC3)[C@H]2CNC(=O)c2ccccc2)cc1,-1,-2,-21[16.7 µM],2,-1,14,10*
O=C(/C=C/c1ccc([N+](=O)[O-])s1)N1CCN(c2ccccc2)CC1,3,-4,-2,-1,1,-2,-5.0
O=C(Nc1ccnn1C1CCN(C/C=C/c2ccccc2)CC1)c1cccc(F)c1,0,-3,-8,0,3,1,2.2
Cc1ccccc1C(=O)N1CCN(c2ccc(NC(=O)c3cccs3)cc2)CC1,1,-3,-2,2,2,3,-0.7
CC1=NN(c2ccccc2)C(=O)/C1=C/C=C/C=C/N(C)C,x,1,x,14,-3,-6,1.0
O=C(Cc1ccccn1)N1CC(=O)N2[C@H](C1)[C@H](c1ccc(C#CCC3CCCC3)cc1)[C@@H]2CO,2,3,x,2,-6,8,0.7
O=C(NCc1cccnc1)c1ccc(-c2ccc(Cl)cc2)o1,1,-9,x,1,2,16,-1.8
Cc1cc(C)cc(NC(=O)CSCc2nc3c(nnn3Cc3ccc(F)cc3)c(=O)[nH]2)c1,1,15,5,-1,0,x,x
Cc1cc(Oc2cccc3c2S(=O)(=O)N([C@H](C)c2ccccc2)C[C@@H](COCc2ccccc2)O3)cc(C)c1C,-3,x,x,x,2,4,-1.5
O=C(Nc1cccnc1)Nc1ccc(Br)cc1Cl,1,-2,5,1,1,x,x
Cc1c(NC(=S)NC(NC(=O)C(C)(C)C)C(Cl)(Cl)Cl)c(=O)n(-c2ccccc2)n1C (stereo not drawn),0,x,-3,5,5,-9,1.0
CC1CCCC(C)N1C(=O)COC(=O)CNS(=O)(=O)c1ccc2ccccc2c1 (stereo not drawn),0,x,0,-3,-3,20,1.6
C[C@@H]1CN([C@@H](C)CO)C(=O)c2cc(-c3ccccc3F)cnc2O[C@@H]1CN(C)C(=O)NC1CCCC1,-2,-5,-9[16.7 µM],2,-6,-7,-1.6
Cc1ccccc1OCC(=O)Nc1ccc2c(c1)ncn2C,0,2,-4,0,-4,-9,-0.5
C[C@@H]1CN([C@H](C)CO)C(=O)c2cccc(NC(=O)c3ccc(-c4nccs4)cc3)c2O[C@@H]1CN(C)C,3,2,-10[16.7 µM],3,2,13,0.7
COc1ccc(CNC(=S)Nc2cccc(OC)c2)cc1,-2,-5,0,0,3,-6,x
Cn1cccc1C1CCCN1CC(=O)Nc1c(Cl)cc(Cl)cc1Cl (stereo not drawn),0,-5,-2,-5,5,14,-2.5
CCc1nc2ccc(C(=O)NCCCN3CCCC3=O)cn2c1N(C=O)CC,-5,-1,-2,-2,0,-4,0.5
COc1ccc(Cl)cc1C(=O)O/N=C(\N)c1ccccn1,3,-1,2,-2,-5,-4,1.0
COc1ccc(N2CCN(Cc3cc(=O)c(OCC(=O)Nc4ccccc4)co3)CC2)cc1,3,-4,-4,-1,7,-7,-1.7
Fc1ccc(NC(=S)Nc2ccc(Cl)cc2Cl)cc1,-4,-4,x,-4,5,-4,x
CCN(CC)CCn1c2c(c(SCC(=O)Nc3ccc4c(c3)OCO4)nc1=O)CCC2,0,-1,-3,3,-3,-2,1.2
O=S(=O)(N[C@H]1CC[C@H](CCNS(=O)(=O)c2ccccc2Cl)O[C@@H]1CO)c1ccccc1,-1,2,x,-1,2,-2,2.9
CC(=O)N1N=C(c2cccc(NS(C)(=O)=O)c2)CC1c1cccs1 (stereo not drawn),0,23*,-3,-5,3,0,-2.7
CC(C)(C)NC(=O)C(c1ccc(C#N)cc1)n1c(=O)c(-c2ccccc2)nc2ccccc21 (stereo not drawn),2,0,x,4,-5,8,3.8
